GFP derepression = qHTS Assay for Epigenetic Modulators; AID 597, 2007; 0.09% of 68,000 active; Potency, µM (series often up to 46.1 µM), inactives show at the highest dose GFP derepression (activation); mouse C127i GFP locus derepression, cytometry, 30 h; note: % of control where 0% means no effect
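Derepression screen: silenced CMV-GFP reporter in murine C127i cells, 30 h compound incubation at 37 C, washed cells imaged by laser-scanning cytometer to enumerate GFP-expressing objects of 20 to 120 um.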
UbGFP stabilizer = Ubiquitin-GFP Assay | Ubiquitin-GFP reporter cells, proteasome inhibition, GFP fluorescence; response scale: untreated = 0%, 10 µM MG-132 = 100% | Potency, µM (doses to about 45.9 µM), for the others: top-dose activation (GFP accumulation), usual class: activators | 67,000 tested, under 10 active | AID 526, 2006; active = well fitted activation curve with a large enough effect, not every such curve was filed as active; inconclusive = small, poorly fitted or top-dose-only effect, or another doubt; inactive = no such curve, though single readings can be large or run the other way; note: potency is the fitted concentration of half-maximal effect
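U2OS cells expressing ubiquitin(G76V)-GFP, seeded overnight in 0.5% FBS medium, then treated 4 hr at 37 C across 46 uM to 2.9 nM. GFP-positive cells counted by laser cytometry (488 ex/515 em); %activity scaled between basal and 10 uM MG-132.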
Fluorescein fluor = qHTS Assay for Spectroscopic Profiling in Fluorescein Spectral Region | Compound autofluorescence, 480/540 nm, fluorescein-equivalent; stronger effect = higher value | max fluorescein-equivalent concentration, M | 0.91% of 59,000 active | AID 593, 2007; in the data active = max fluorescein-equivalent concentration above about 10 nM; inconclusive = between about 1.1 nM and that limit
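Autofluorescence profiling; 100 mM Tris, pH 8.0; incubation 15 min at RT; ex/em 480/540 nm; result as fluorescein-equivalent concentration.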
4-MU autofl = qHTS Assay for Spectroscopic Profiling in 4-MU Spectral Region. compound autofluorescence, 340/450 nm, 4-MU equivalents; stronger effect = higher value. max dye-equivalent concentration, M. 11% of 59,000 active; in the data active = max dye-equivalent concentration above about 10 nM; inconclusive = mostly about 1.1 nM to 9.6 nM
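Intrinsic fluorescence at 340/450 nm (ex/em) was read after 15 min at room temperature in pH 8.0, 100 mM Tris. Each compound concentration expressed as 4-MU-equivalent concentration from a six-point 4-MU standard series on each plate.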
ERK AVP block = qHTS Assay for Inhibitors of the ERK Signaling Pathway using a Homogeneous Screening Assay; 0.99% of 72,000 active; Potency, µM (doses to about 57.5 µM), inactives show top-dose activity, negative = inhibition, hits mostly inhibitors; HEK293-V1b, vasopressin-stimulated pERK AlphaScreen; note: potency is the fitted concentration of half-maximal effect; % is set by controls: 0 for no effect and ±100 for the full control effect; nearly all actives have a fitted effect of over 55% in size
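HEK293 cells stably expressing V1b receptor, preincubated 30 min at 37 °C with compound, then stimulated 5 min with 25 nM vasopressin. Phospho-ERK by AlphaScreen SureFire after 5 h RT; normalized to DMSO and vasopressin; AC50 by Hill fit.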
Texas Red fluor = qHTS Assay for Spectroscopic Profiling in Texas Red Spectral Region. Compound fluorescence, Texas Red channel, 547/618 nm; stronger effect = higher value. max dye-equivalent concentration, M. 0.06% of 59,000 active; in the data active = max dye-equivalent concentration above about 10 nM; inconclusive = between about 1.1 nM and that limit
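Dye-equivalent concentrations come from scaling compound signal (ex 547, em 618 nm) to six Texas Red standard concentrations run on every plate, after 15 min room-temperature incubation in pH 8.0 Tris (100 mM).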
Luciferase inh = qHTS Assay for Inhibitors of Firefly Luciferase; Potency, µM (top dose mostly 57.1 µM), for the others: at the top dose activity change, negative = inhibition, most hits filed as inhibitors; AID 411, 2009; purified firefly luciferase, luminescence, 8 min; 2.2% of 72,000 active; Luciferin 4-monooxygenase (Photinus pyralis), P08659; note: potency is the fitted concentration of half-maximal effect; % is set by controls: 0 for no effect and ±100 for the full control effect; nearly all actives have a fitted effect of over 40% in size
Target sequence (P08659 whole entry, looked up): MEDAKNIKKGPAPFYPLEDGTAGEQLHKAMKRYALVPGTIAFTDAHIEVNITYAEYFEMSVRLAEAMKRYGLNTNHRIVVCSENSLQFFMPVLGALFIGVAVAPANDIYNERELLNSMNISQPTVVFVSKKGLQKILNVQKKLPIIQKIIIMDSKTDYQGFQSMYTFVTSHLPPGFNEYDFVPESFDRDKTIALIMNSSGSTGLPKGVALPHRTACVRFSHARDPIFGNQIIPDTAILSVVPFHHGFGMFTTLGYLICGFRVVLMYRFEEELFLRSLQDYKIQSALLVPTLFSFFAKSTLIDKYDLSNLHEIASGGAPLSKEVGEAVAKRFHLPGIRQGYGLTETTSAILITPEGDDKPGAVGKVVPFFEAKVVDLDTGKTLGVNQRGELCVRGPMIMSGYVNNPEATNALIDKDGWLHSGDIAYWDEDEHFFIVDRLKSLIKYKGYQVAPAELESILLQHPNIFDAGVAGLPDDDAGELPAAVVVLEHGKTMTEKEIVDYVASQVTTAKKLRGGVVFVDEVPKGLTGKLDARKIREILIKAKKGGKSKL
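Titration-based qHTS; buffer 50 mM imidazole pH 7.2, 50 mM KCl, 7 mM MgCl2, 10 uM ATP, 0.01% Tween 20, 0.05% BSA; luciferase/luciferin detector mix added after compound; 8 min, ambient; luminescence.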
Hsp90 Hop PPI = qHTS Assay for Disrupters of an Hsp90 Co-Chaperone Interaction; AlphaScreen TPR2A-His6 binding biotin-Hsp90 C-terminal peptide; 0.44% of 71,000 active; Potency, µM (top dose mostly 57 µM), for inactives: at the top dose activity change, negative = inhibition; active = well fitted curve in either direction with a large enough effect; inconclusive = small, poorly fitted or top-dose-only effect, or another doubt; note: potency is the fitted concentration of half-maximal effect; % is set by controls: 0 for no effect and ±100 for the full control effect; many of its hits are not listed in these tables
A350 fluor = qHTS Assay for Spectroscopic Profiling in A350 Spectral Region; Compound autofluorescence, 340/450 nm, Alexa 350 dye-equivalents; stronger effect = higher value; max dye-equivalent concentration, M; 11% of 59,000 active; AID 590, 2007; in the data active = max dye-equivalent concentration above about 10 nM; inconclusive = mostly about 1.1 nM to 9.6 nM
HBB splicing = qHTS Assay for Modulators of Hemoglobin Beta Chain Splicing. HBB splicing reporter cell assay, activation; EGFP reporter with mutant IVS2-654 intron; response scale: normalised to 500 nM splice-correcting PNA. Potency, µM (titrated, usually from 46.1 µM), inactives show at the top dose activation, most hits filed as activators. 0.06% of 65,000 active; note: potency is the fitted concentration of half-maximal effect; 0% is about no effect
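Compounds were applied for 2 days to HeLa EGFP-654 cells, 500/well in Optimem with 2% FCS. The reporter's EGFP is disrupted by mis-splicing of beta-globin intron IVS2-654. Readout: summed well GFP fluorescence from 488 nm laser scanning; reference was 500 nM antisense […] 654 PNA.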
CRE Fsk mod = Cell signaling CRE-BLA (Fsk stim); Potency, µM (doses to about 38.2 µM), for inactives: at the top dose activity change, negative = inhibition, hits mostly activators; AID 662, 2007; 2.5% of 71,000 active; CHO CRE-bla reporter (cAMP response element driving beta-lactamase), forskolin EC10, beta-lactamase ratio; active = well fitted activation curve with a large enough effect in the signal ratio, with a control signal flat, not every such curve was filed as active; inconclusive = small, poorly fitted or top-dose-only effect, or effect the other way, or a change in a side signal; the % refers to the signal ratio; note: potency is the fitted concentration of half-maximal effect; % of control where 0% means no effect
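Modulation of forskolin-driven signalling is measured in CHO cells carrying a CRE-controlled beta-lactamase reporter. Cells are stimulated with EC10 NKH 477 in the presence of titrated compound for 3 h at 37 °C, then loaded with CCF4 for 2 h at room temperature.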
Active calls of the source: *; i = inactive; ? = inconclusive; . = not tested or not shown; [ ] = remark or other dose. Unless noted, calls come from the whole dose curve; as a rule, active = well fitted curve in the direction sought with a large enough effect; inconclusive = small, poorly fitted or top-dose-only effect, or another doubt; inactive = no such curve, though single readings can be large; an effect the other way counts as inactive or inconclusive. An excerpt, so the mix of outcomes need not match the whole.

SMILES	GFP derepression	UbGFP stabilizer	Fluorescein fluor	4-MU autofl	ERK AVP block	Texas Red fluor	Luciferase inh	Hsp90 Hop PPI	A350 fluor	HBB splicing	CRE Fsk mod
CC(C)N1C(=S)SC(C)(C)C1NO (stereo unspecified)	2.2%	-1.8%	?	i	1.1%	?	1.3%	-3.8%	i	4.2%[57.5 µM]	-6.8%
COc1ccc2[nH]c(=O)c(CN(CC3CCCO3)C(=O)Nc3ccccc3OC)cc2c1 (stereo unspecified)	0.0%	-3.4%	?	7.62e-08M*	-4.3%	i	0.5%	-0.7%	7.09e-08M*	.	?
CCN1c2ccccc2NC2C1C(C(C)=O)C(=O)N2c1ccc(Cl)cc1 (stereo unspecified)	-1.8%	4.3%	.	.	?	.	0.1%	-27.3%	.	?	?
Cc1cc(C)c2cc(C#N)c(NCCCNC(=O)CCC(=O)O)nc2c1	-1.9%	1.1%	i	7.2e-07M*	-7.5%	?	2.3%	0.4%	6.86e-07M*	.	?
CCn1c(C(=O)N2CCC(C(=O)NCc3ccc4c(c3)OCO4)CC2)cc2sccc21	-2.3%	3.0%	.	.	-15.0%	.	1.4%	-1.9%	.	0.1%	-12.8%
Cc1cc(Nc2cc(F)ccc2C)n2nc(C)nc2n1	-5.0%	8.8%	.	.	-8.4%	.	3.3%	0.1%	.	-1.8%	?
CCN(CC)CCNc1nc2ccccc2n1C	-1.7%	-5.5%	i	i	-3.5%	i	-0.8%	3.5%	i	2.3%	-6.8%
NC(N)=Nc1nc(CSCC/C(N)=N/S(N)(=O)=O)cs1	-1.7%[20.6 µM]	10.2%[20.5 µM]	?	i	-7.0%[25.7 µM]	?	1.5%[25.5 µM]	-1.5%[26 µM]	i	-0.5%[20.6 µM]	-1.5%[17.1 µM]
Cc1ccccc1C(=O)OCn1nnc2ccccc2c1=O	.	-7.1%	.	.	.	.	1.8%	0.3%	.	1.2%	12.6µM*
O=C(C1=C(O)C(=O)N(CCN2CCOCC2)C1c1ccncc1)c1ccco1 (stereo unspecified)	-2.2%	15.8%	.	.	13.3%	.	0.4%	-1.0%	.	0.0%[9.22 µM]	-1.5%
COCc1ccc2oc(C(=O)O)cc2c1	0.0%	-7.4%	?	i	-1.3%	i	?	-8.2%	i	-0.2%	-4.3%
O=C(COc1ncnc2sccc12)N1CCN(S(=O)(=O)c2ccc(Cl)cc2)CC1	-1.5%	5.5%	i	i	-3.9%	i	1.0%	2.4%	i	0.2%[57.5 µM]	-6.0%
CC(=O)Nc1sc(C)c(C)c1C(=O)OC1CCOC1=O (stereo unspecified)	2.4%	-0.6%	i	i	?	i	1.2%	2.1%	i	-2.9%	?
COCCN1C=C(C(=O)OC)C(c2ccc3c(c2)OCO3)C(C(=O)OC)=C1	0.0%	-14.7%	.	.	16.3%	.	1.0%	19.0%	.	0.4%	?
O[C@@H](C1=C/C(=C\c2ccncc2)c2ccccc21)c1ccncc1	10.3%[9.22 µM]	-8.9%[9.17 µM]	?	i	-13.9%[11.5 µM]	i	1.1%[11.4 µM]	-4.7%[11 µM]	i	0.7%[9.22 µM]	20.1%[7.6 µM]
Cc1coc2c(C)c3oc(=O)c4c(c3cc12)CCCC4	0.0%	-1.1%	.	.	-11.0%	.	2.8%	0.8%	.	-0.4%	?
O=c1c2ccccc2nnn1CSc1nnc(-c2ccco2)o1	-0.2%	-1.9%	?	i	?	i	0.4%	-0.3%	i	0.0%[57.5 µM]	4.0%
CS(=O)(=O)N1CCC[C@@]2(CCN(Cc3ccccc3)C2)C1	-0.1%[9.22 µM]	-9.0%	i	i	-2.6%	i	1.4%[11.4 µM]	-5.0%	i	2.1%	-5.3%
CCn1nnnc1SCC(=O)Nc1nc(-c2cccs2)cs1	-1.0%	-2.6%	i	i	-7.8%	i	-1.9%	-2.1%	i	.	15.0%
CC(C)n1nc(C(=O)OCC(=O)N(C)C2CCS(=O)(=O)C2)c2ccccc2c1=O (stereo unspecified)	-0.1%	-5.0%	i	i	22.9%	i	-1.1%	0.2%	i	-0.6%	?
Cc1cc(NC(=O)NC2(C(F)(F)F)Oc3ccc(Cl)cc3O2)no1 (stereo unspecified)	-2.8%	-1.7%	i	i	-0.4%	i	0.5%	-1.0%	?	-0.3%	?
Cn1nnc(-c2ccc(OCc3ccccc3F)cc2)n1	4.3%	-4.2%	i	i	25.7%	i	25.1µM*	6.0%	i	2.6%	-7.7%
Cc1onc(-c2c(Cl)cccc2Cl)c1C(=O)Nn1cnnc1	0.6%	-0.4%	?	i	-12.1%	?	-0.7%	-8.4%	i	0.2%	-0.4%
COc1ccc(CN2CCN(C(=O)c3ccco3)CC2)cc1	0.0%	-0.2%	?	i	-3.2%	i	0.3%	1.5%	i	.	0.6%
N#Cc1cccc(Cn2nnc(-c3ccccc3)n2)c1	-2.9%	0.6%	i	i	-16.2%	i	-1.1%	10.2%	i	-0.2%	17.7%
CCOC(=O)N1CCN(C(=O)CN2C(=O)COc3ccc(C)cc32)CC1	1.1%	-2.6%	i	i	5.5%	i	-0.6%	-3.7%	i	0.0%	1.8%
CCCC(=NCC(=O)O)C1=C(O)C(C(=O)OC)C(C)(C)CC1=O (stereo unspecified)	5.9%	17.1%	.	.	9.7%	.	0.1%	-2.5%	.	1.2%	2.8%
CN=C(C)C1=C(O)C(C(=O)OC)C(C)(C)CC1=O (stereo unspecified)	1.9%	-6.5%	.	.	4.2%	.	2.7%	-2.3%	.	1.1%	-1.4%
OCc1cn(-c2ccccc2)nc1-c1ccc(-c2nn(-c3ccccc3)cc2CO)cc1	2.5%	0.0%	.	.	-8.3%	.	-5.3%	-6.6%	.	-4.5%	-0.4%
O=C(c1cccc(C(F)(F)F)c1)N1CCCCCC1	0.0%	-7.0%	?	i	5.3%	?	3.6%	1.8%	i	2.5%	-6.7%
c1ccc(OCCSc2nnnn2-c2ccccc2)cc1	1.6%	-1.6%	i	i	-0.8%	i	?	?	i	-0.1%[57.5 µM]	12.6%
O=C(Nc1ccc(Cl)c(Cl)c1)Nc1cc(C(=O)N2CCOCC2)ccc1N1CCCCC1	4.3%	-2.6%	?	i	0.1%	?	1.5%	-4.5%	i	-1.1%[57.5 µM]	?
O=C1N(CN2CCN(c3cccc(Cl)c3)CC2)c2ccccc2C12OCCCO2	0.5%	0.0%	i	i	29.0%	i	4.8%	-1.7%	i	-0.1%[1.84 µM]	?
Cc1ccc2nc(NCCCN3CCOCC3)c(C=NCCCN3CCOCC3)c(=O)n2c1	-1.5%	0.2%	i	1.33e-07M*	17.1%	i	0.5%	0.7%	1.37e-07M*	0.2%[57.5 µM]	?
CCSc1ccc2nnc(-c3cccc(F)c3)n2n1	-1.2%	-10.4%	i	i	-1.9%	i	2.1%	2.9%	i	3.9%	14.1%
O=C(NCCc1c[nH]c2ccccc12)C(F)(F)C(F)F	-2.7%	14.3%	i	i	53.3%	i	-0.9%	?	i	-0.3%	?
Cc1ccc(C(=O)CSc2nc3cccnc3n2C)cc1	-2.3%	-3.7%	i	i	-11.6%	i	-11.2%	1.1%	i	0.2%	15.3%
CC(C)Cn1cnc2c(N)nc3ccccc3c21	-2.6%	3.8%	?	i	-10.4%	i	0.5%	-5.4%	?	4.0%	?
O=C(CC1CCCC1)Nc1nc2ccccc2[nH]1	-3.1%	1.8%	i	i	5.9%	i	-6.7%	-1.9%	i	-0.4%[57.5 µM]	-3.5%
O=c1cc(N2CCOCC2)[nH]c(=O)n1C1CCCCC1	-1.3%	1.1%	i	i	12.6%	i	1.1%	-1.4%	i	-0.7%	?

In the list so far, these have a cyano group.
SMILES	GFP derepression	UbGFP stabilizer	Fluorescein fluor	4-MU autofl	ERK AVP block	Texas Red fluor	Luciferase inh	Hsp90 Hop PPI	A350 fluor	HBB splicing	CRE Fsk mod
Cc1cc(C)c2cc(C#N)c(NCCCNC(=O)CCC(=O)O)nc2c1	-1.9%	1.1%	i	7.2e-07M*	-7.5%	?	2.3%	0.4%	6.86e-07M*	.	?
N#Cc1cccc(Cn2nnc(-c3ccccc3)n2)c1	-2.9%	0.6%	i	i	-16.2%	i	-1.1%	10.2%	i	-0.2%	17.7%

Compound activity (PubChem)
